Assay outcomes: PubChem BioAssay, several laboratories
GC-A act = GC-A (human) enzyme activation. activation, % at 10 µM. HEK293 GC-A cells, cGMP TR-FRET, EC30 ANP; 0% at EC30 ANP, 100% saturating ANP. P16066. 370,000 compounds, 0.14% hits; in the data active means activation above about 40%
Target sequence (P16066 whole entry, looked up): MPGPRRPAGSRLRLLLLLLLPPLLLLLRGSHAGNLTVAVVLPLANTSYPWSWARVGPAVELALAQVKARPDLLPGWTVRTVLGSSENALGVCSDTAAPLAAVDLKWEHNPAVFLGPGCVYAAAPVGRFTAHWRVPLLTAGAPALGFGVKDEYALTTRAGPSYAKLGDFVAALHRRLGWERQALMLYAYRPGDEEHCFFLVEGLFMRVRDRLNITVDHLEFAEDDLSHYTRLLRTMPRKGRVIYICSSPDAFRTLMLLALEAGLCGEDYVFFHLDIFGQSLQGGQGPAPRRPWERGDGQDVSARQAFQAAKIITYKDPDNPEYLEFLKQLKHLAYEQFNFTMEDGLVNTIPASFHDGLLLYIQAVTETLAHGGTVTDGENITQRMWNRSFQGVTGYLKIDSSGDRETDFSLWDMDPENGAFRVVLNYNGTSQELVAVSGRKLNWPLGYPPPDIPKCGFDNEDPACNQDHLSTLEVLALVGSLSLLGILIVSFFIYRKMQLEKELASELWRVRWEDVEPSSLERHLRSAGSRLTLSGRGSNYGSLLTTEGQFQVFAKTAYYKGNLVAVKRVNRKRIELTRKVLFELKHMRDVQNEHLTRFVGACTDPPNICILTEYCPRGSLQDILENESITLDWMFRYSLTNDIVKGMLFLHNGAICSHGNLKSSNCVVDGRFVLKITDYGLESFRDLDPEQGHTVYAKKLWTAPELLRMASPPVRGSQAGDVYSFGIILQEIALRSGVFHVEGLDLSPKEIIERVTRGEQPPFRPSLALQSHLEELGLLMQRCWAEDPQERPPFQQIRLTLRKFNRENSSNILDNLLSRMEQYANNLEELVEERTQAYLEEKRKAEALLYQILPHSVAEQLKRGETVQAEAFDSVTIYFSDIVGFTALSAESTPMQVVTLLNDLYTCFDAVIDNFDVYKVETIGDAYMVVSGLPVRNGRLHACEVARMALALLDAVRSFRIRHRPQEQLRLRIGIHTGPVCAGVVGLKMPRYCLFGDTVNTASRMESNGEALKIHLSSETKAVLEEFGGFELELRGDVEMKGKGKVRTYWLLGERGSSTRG
FXN GAA850 act = increases GAA850 frataxin promoter reporter activity | HEK293 lucGAA850 FXN promoter luciferase reporter, 24 h; percent of 10 µM SAHA response | activation, % at 6 µM | 360,000 compounds, 0.56% hits | AID 540364;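 active means activation above the average of all compounds screened plus 3 SD, cutoff fixed separately per campaign, cut at about 7.5% in these data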;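 further: 0% = DMSO wells and 100% = 10 µM SAHA wells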
NPR2 activator = GC-B (human) receptor activation | P20594 | activation, % at 10 µM | HEK293-GC-B cells, CNP EC30, cGMP TR-FRET; 0% at EC30 CNP, 100% saturating CNP | 370,000 compounds, 0.11% hits;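 active means activation at 10 µM reaching about 35% in either raw or pattern-adjusted values, limit read from the data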
proKLK7 act = proKLK7 (human) activation, primary screen; purified proKLK7, EDANS-DABCYL substrate fluorescence; 100% is mature enzyme control, 0% vehicle; AID 652039; activation, % at 7 µM; P49862; 370,000 compounds, 0.9% hits;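 active means activation above the mean of all tested compounds plus 3 SD, computed per campaign excluding outliers beyond control limits, cut at about 13% in these data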
DAX1 inh-1 = inhibitors of DAX1 repression of SF-1 activated StAR promoter; HEK293T StAR-luciferase reporter, SF-1/DAX-1 repression relief; inhibition, % at 6.8 µM; 370,000 compounds, 1.1% hits; AID 652010;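 active means inhibition above the mean over all tested compounds plus 3 SD, cut at about 3.6% in these data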;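 further: 0% = DAX-1 cells with DMSO and 100% = cells lacking DAX-1 with DMSO; higher inhibition means more luminescence from relief of DAX-1 repression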
hgDAF12 agonist = hgDAF-12 agonism, primary luciferase screen; HEK293 GAL4-hgDAF12 UAS-luciferase reporter, agonist luminescence; normalized to butyrate control; activation, % at 6.8 µM; 370,000 compounds, 1.8% hits; AID 687014;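 active means activation above a cutoff set at the mean of all screened compounds plus 3 SD, cut at about 10% in these data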;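 further: 0% = DMSO wells and 100% = sodium butyrate wells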
hcDAF-12 act = H. contortus DAF-12 activation, primary screen | HEK293 hcDAF-12 lit1-tk-luc reporter, luminescence; 0% DMSO, 100% Δ7-dafachronic acid | AID 652067 | activation, % at 6.8 µM | 370,000 compounds, 1.4% hits;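 active means activation above the mean of all tested compounds plus 3 SD, cut at about 5.5% in these data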;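 further: 100% = response to 3 µM Δ7-dafachronic acid high control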
DAX1 inh-2 = inhibitors of human orphan nuclear receptor DAX1 (NR0B1) | P51843 | HEK293 Gal4-DAX1 luciferase reporter, luminescence | inhibition, % at 6.75 µM | 340,000 compounds, 0.99% hits | AID 504766;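 active means inhibition above the mean over all tested compounds plus 3 SD, cut at about 4.2% in these data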;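 further: 0% = DAX1-transfected cells with DMSO and 100% = empty-vector control cells with DMSO; inhibition shows as a rise in luminescence from relieved DAX1 repression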
sPLA2-III inh = Inhibits HGIII-sPLA2 liposome hydrolysis, primary screen | QFRET BODIPY PC-A2 liposome hydrolysis, fluorescence | 370,000 compounds, 0.56% hits | Q9NZ20 | AID 743126 | inhibition, % at 12.2 µM;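 active means inhibition above mean plus 3 SD of compounds lying within the high and low control bounds, cut at about 19% in these data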;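 further: 0% = median of test compound wells and 100% = no enzyme DMSO wells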
ssDAF-12 act = activators of S. stercoralis DAF-12 nuclear receptor; HEK293 ssDAF-12/GRIP1 lit1-tk-luc reporter, luminescence; % of 3 µM dafachronic acid response; activation, % at 6.8 µM; 370,000 compounds, 1% hits;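 active means activation above the mean over all tested compounds plus 3 SD, cut at about 0.9% in these data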;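 further: 0% = DMSO-only wells and 100% = 3 µM delta7-dafachronic acid wells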
SMARCA2 activ = SMARCA2 function activation, primary screen; MG213 cells, MMTV-luciferase reporter, dexamethasone, overnight; activation, % at 9.1 µM; 370,000 compounds, 1% hits; in the data active means activation above about 7.8%;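 further: 0% = vehicle wells and 100% = reference activator wells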
The depositor's hits bear a star; · = not tested or not shown.

SMILES | GC-A act | FXN GAA850 act | NPR2 activator | proKLK7 act | DAX1 inh-1 | hgDAF12 agonist | hcDAF-12 act | DAX1 inh-2 | sPLA2-III inh | ssDAF-12 act | SMARCA2 activ
Cc1cc(C(=O)OC(C)C(=O)NC2CCCCC2C)c(C)o1 (configuration not stated) | 4 | 2.3 | -3 | -0.9 | -1.1 | -1.5 | -0.5 | -0.7 | 4 | -0.7 | -2
O=C(c1ccc(OC2CCN(C/C=C/c3ccc(F)cc3)CC2)cc1)N1CCCC1 | 4 | 0.7 | 12 | 1.1 | 0.6 | -1.4 | 0.5 | -0.2 | -11 | -0.9 | 0
CCOC(=O)c1ccc(-c2ccc3c(=O)c4ccccc4n(C)c3c2)cc1F | 1 | 2.8 | -8 | -1.1 | 0.3 | -0.3 | -1.5 | 0.5 | 2 | -1.1 | -1
O=C(O)c1ccccc1C(=O)OCCCCOC(=O)c1ccccc1C(=O)O | -2 | -0.8 | 6 | 0.2 | -0.4 | -1.1 | -0.4 | 1.1 | 4 | -0.2 | 2
O=C(Cn1cnc2c(nnn2-c2ccccc2)c1=O)NCc1ccc(F)cc1 | 1 | 0.8 | -6 | 0.3 | -0.4 | -3.4 | 1.2 | 0.1 | -2 | -1.3 | 2
COc1ccc(CN2C(=O)c3ccccc3C2C(=O)NC2CCCC2)c(OC)c1 (configuration not stated) | -5 | 1.9 | 2 | 0.1 | -0.4 | -1.9 | -1.2 | 1.2 | 2 | -1.2 | 1
Cc1noc(C)c1S(=O)(=O)Nc1ccc(C(=O)Nc2ccc(OC(F)(F)F)cc2)cc1 | 1 | 1.1 | 2 | 0.5 | -0.4 | 1.9 | -1.8 | -0.5 | -26 | -1.4 | -1
CCc1nc(SCC(=O)NCCc2ccccc2)c2oc3ccccc3c2n1 | -3 | 1.0 | -3 | -0.6 | 0.2 | 0.3 | -0.5 | 0.0 | 5 | -1.1 | -1
COc1cc(C(=O)Nc2ccc3c(c2)CCN3C(C)=O)cc(OC)c1OC | -3 | -2.9 | -3 | -0.2 | -2.7 | -4.2 | 0.0 | -0.2 | 1 | -1.2 | -4
CCOC(=O)c1c(NC(=O)CSc2nnc(-c3ccncc3)n2Cc2ccco2)sc(C(C)=O)c1C | 1 | -2.9 | 12 | 0.3 | -0.1 | 1.6 | 2.2 | 0.8 | -11 | -1.3 | 1
CCCn1ncc(CN2CCC(CO)(CC3CCCCO3)CC2)c1C (configuration not stated) | 1 | -0.3 | -10 | 0.2 | 0.3 | 2.6 | 0.7 | -0.6 | 0 | -1.2 | 3
O=C(Cc1cccs1)Nc1nc(-c2cccnc2)cs1 | 2 | -0.4 | 1 | 0.0 | -0.3 | 3.6 | 3.6 | 0.8 | -1 | -1.1 | 4
CCc1cc(=O)oc2cc(C)cc(OCC(=O)NCCCn3ccnc3)c12 | -4 | 1.1 | -3 | 8.4 | -1.3 | 2.4 | -1.1 | -0.2 | 4 | -1.0 | -2
CC(C)(C)NCc1ccccc1OCc1cccs1 | -7 | -3.5 | -4 | -0.3 | 0.8 | 0.1 | 0.0 | 1.4 | 1 | -1.0 | -2
CS(=O)(=O)N(CCC#N)Cc1ccc(C=O)o1 | 1 | 1.2 | 0 | -0.3 | 0.9 | 1.6 | -0.6 | 0.2 | 4 | -1.2 | 2
O=C(O)c1cccc(NS(=O)(=O)c2cc(S(=O)(=O)c3ccc(Cl)cc3)ccc2Cl)c1 | -1 | -0.8 | -3 | -0.3 | -1.4 | 1.8 | -0.3 | -0.3 | -5 | -0.6 | -3
Cc1cc(NC(=O)CSc2nnnn2-c2cc(Cl)ccc2C)no1 | 0 | 2.0 | -1 | -0.4 | 0.4 | 1.8 | -0.9 | -0.4 | 1 | -0.8 | 8.1*
O=c1cc(C(F)(F)F)[nH]c(=O)n1C1CCCCC1 | -2 | -1.3 | 5 | -0.2 | -1.0 | 2.4 | -1.5 | 0.3 | 0 | -1.4 | -1
c1ccc(CCn2nnnc2C(c2cccnc2)N2CCN(c3ccccc3)CC2)cc1 (configuration not stated) | -2 | -0.5 | -3 | 0.2 | -0.7 | 0.1 | -1.3 | -0.8 | 2 | -2.0 | -4
c1ccc(SCCOCCN2CCc3ccccc3C2)cc1 | 1 | 0.6 | 3 | 0.4 | 0.8 | 2.6 | 6.3* | 0.5 | -8 | -0.8 | -1
O=C(OCC(=O)N1CCCC1=O)C1CCN(S(=O)(=O)c2ccc(Cl)c(C(F)(F)F)c2)CC1 | -3 | -1.6 | 3 | -1.2 | 0.7 | 4.6 | -0.4 | 1.8 | 0 | -0.9 | -2
O=C(NCCc1ccc2c(c1)OCCO2)c1cccc(S(=O)(=O)N2CCCC2)c1 | 0 | 0.3 | 0 | 1.0 | -1.0 | -0.5 | -0.5 | -0.3 | -3 | -1.8 | -1
O=C(c1ccccc1[N+](=O)[O-])N1CCN(c2ccc(N3CCOCC3)nn2)CC1 | 2 | -2.4 | -1 | -0.2 | -1.6 | -1.5 | -0.8 | 0.3 | 11 | -0.9 | -2
CN1C[C@@H]2C(c3ccccc3)C3(c4ccccc4)CC2(C3)[C@H]1c1ccccc1 (some centres not stated) | -14 | -0.9 | -21 | -0.5 | -0.1 | -1.3 | -0.7 | 0.5 | 12 | -1.6 | 1
Cn1c(=O)c2c(ncn2CC(=O)Nc2ccc(N3CCOCC3)cc2)n(C)c1=O | -1 | 0.0 | 1 | 0.8 | -0.5 | -0.9 | -0.8 | 0.0 | -1 | -1.3 | -3
O=C(CCS(=O)(=O)c1ccccc1)Nc1nc(-c2cccs2)cs1 | 12 | 8.8* | -7 | 2.5 | -0.1 | -3.2 | 2.5 | -0.5 | -1 | -1.2 | -4
ClCCn1c(CCl)nc2ccc(Cl)cc21 | -2 | -3.6 | 5 | 0.2 | 0.7 | 4.5 | 1.0 | -0.9 | 1 | -1.0 | 6
CCc1nnc(NC(=O)CSc2nc(C)cc(C)c2C#N)s1 | -5 | 2.0 | -4 | 14* | 6.7* | 11* | 7.7* | -0.8 | -3 | -0.6 | 5
C#CCN(Cc1ccco1)C(=O)c1nnc2c3ccccc3n(S(=O)(=O)c3ccccc3)c2n1 | -5 | · | 8 | 0.2 | -0.1 | -1.1 | 1.7 | · | 4 | -0.8 | 3
Cc1c(N2C(=O)/C(=C3/C(=O)N(C)c4ccccc43)SC2=S)c(=O)n(-c2ccccc2)n1C | -6 | 1.1 | 0 | -0.4 | 0.7 | -2.1 | 0.7 | 0.7 | 3 | -1.2 | -2
COc1ccc(NC(=O)CSc2nc3ccsc3c(=O)n2CCC(=O)O)cc1 | 1 | 1.5 | 0 | 0.2 | 0.2 | 0.4 | -0.1 | 1.6 | 1 | -1.5 | -3
COc1ccc(C(=O)Nc2ccccc2C(=O)N/N=C/c2ccccc2OC)cc1 | -1 | 3.7 | -5 | 0.4 | -0.9 | 2.7 | 3.9 | -0.8 | 3 | -1.3 | 7
Cc1cccc(S(=O)(=O)Nc2cccc3c2C(=O)c2ccccc2-3)c1 | 1 | 0.3 | 1 | 0.6 | 0.0 | 0.0 | 2.5 | -1.9 | -13 | -0.7 | -4
Cc1ccc(S(=O)(=O)NCCC(=O)Nc2cc(S(=O)(=O)N(C)C)ccc2C)cc1C | 1 | 0.4 | 2 | 0.4 | 0.0 | -0.8 | -1.9 | 0.5 | -10 | -1.2 | -2
Cc1cc(=O)[nH]c(Nc2ccc(N(C)C)cc2)n1 | -17 | -1.7 | -17 | 0.9 | 0.1 | 5.1 | 0.1 | 1.9 | 4 | -1.3 | 1
COc1ccc(-c2sc3ccccc3c2/C=C/c2ccc(OC)c(OC)c2)cc1 | -3 | 4.7 | -9 | -5.1 | 0.0 | 1.2 | 1.4 | 1.6 | -2 | -1.2 | 0
C[C@H](NC(=O)c1[nH]cnc1C(=O)N[C@@H](C)CO)c1ccccc1 | 5 | -1.1 | 4 | 0.0 | -0.4 | 3.3 | 1.4 | -0.5 | -5 | -1.2 | -3
Cc1ccc(CN2CC(C(=O)N3CCN(S(=O)(=O)c4ccc(C(C)C)cc4)CC3)CC2=O)cc1 (configuration not stated) | 3 | -0.2 | -9 | -0.7 | -0.4 | -2.6 | -3.0 | -1.5 | -21 | -1.4 | -3
COC(=O)Cc1ccc(NC(=S)NCc2ccc(OC)cc2)cc1 | 0 | 1.0 | 0 | -0.3 | 0.6 | -0.9 | -0.5 | -0.1 | 0 | -1.3 | 1
CC(=O)N(/N=C1\Sc2ccccc2C1=O)c1ccc(C)cc1C | -5 | -13 | -3 | -0.1 | -3.5 | -11 | -3.8 | 0.8 | 0 | -2.7 | -5
CCc1ccc(OCc2nc(-c3ccccn3)no2)c(Br)c1 | 2 | -1.1 | 1 | -0.8 | 7.1* | 8.4 | 7.7* | -1.4 | -6 | 1.0* | 1
NCCOc1ccccc1OCCN | 1 | 0.8 | -1 | 0.1 | 1.6 | -1.2 | -0.4 | -0.7 | -2 | -0.3 | 0
COc1cc(CN2CCCC(C(=O)c3ccccc3SC)C2)cc(OC)c1 (configuration not stated) | -14 | -1.0 | -10 | 0.2 | -0.4 | -0.2 | -0.8 | -2.2 | -8 | -1.4 | -1
Cc1ccc(/C=N/NC(=O)Cn2nc(C)c([N+](=O)[O-])c2C)o1 | 3 | 2.6 | -3 | 0.3 | 0.4 | -1.6 | -1.6 | -0.1 | 9 | -0.3 | -4
CCOC(=O)c1ccc2c(c1)NCc1cccc(OC)c1O2 | 1 | 4.2 | 1 | 0.4 | 1.3 | 13* | 6.6* | 1.5 | -4 | 1.1* | 6
COC(=O)CSc1nc2ccc(C)cc2cc1C#N | 0 | 3.7 | 1 | 7.1 | 8.8* | 26* | 7.2* | 5.9* | -1 | 1.4* | 8
O=C(CSc1ccccn1)c1ccc(F)cc1 | 2 | 3.3 | -2 | -0.4 | 0.5 | 1.0 | 0.2 | 0.9 | -24 | -0.6 | 2
